# Assay outcomes from PubChem.
# K1F lysis inhibition – inhibition of K1F phage lysis, E. coli UTI89, bacterial capsule biogenesis inhibitors, alamar blue (AID 488966); E. coli UTI89 K1F phage lysis, alamar blue, 2 h; higher % means a stronger effect; inhibition, % at 100 µM; hits with a dose series show IC50 in µM; 340,000 compounds, 0.02% hits;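 active means phage lysis inhibition, versus mean bacterial control, above a set limit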;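 further: capsule biogenesis inhibitors block K1F phage lysis so surviving cells raise fluorescence; higher fluorescence means more inhibition of phage lysis; actives were called in the ten point dose series up to 300 µM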
# Dynein transport – inhibitors of GR-EGFP nuclear translocation, primary screen, dynein cargo transport inhibitor project, imaging, high-content, 3617.4 mouse cells. test concentration mostly 20 µM; stimulated with dexamethasone, 1 µM; active compounds read low. z-score, hits read low. AID 1381, 2008. 220,000 compounds, 0.47% hits;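 active means plate z-score of nuclear minus cytoplasmic receptor signal below a set negative limit, without overly bright fluorescence or cell loss, cut at about -3.5 in these data, passing the limit was not always enough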;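 further: z-score of nuclear minus cytoplasmic ring GR-EGFP intensity difference per well; some compounds called inactive have numbers as strong as hits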
#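 Schedule: 48 h induction, then 1 h compound, then 30 min agonist, 37 °C. Buffer or medium: tetracycline-free induction medium containing charcoal-stripped FBS. Reagent: 1.0 µM final dexamethasone stimulus. Evaluation: nuclear versus cytoplasmic GR-EGFP signal, averaged per well. Signal: high-content fluorescence imaging after fixation.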
# bCat nuc transl – modulators of beta-catenin nuclear translocation, primary screen, imaging, HeLa cells, immunofluorescence, high-content; nuclear translocation activity, % at 5 µM; 190,000 compounds, 0.3% hits;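 active means nuclear translocation activity above 50% at 5 µM, with a well cell count of 50 or more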;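 further: per-cell ratio of nuclear to cytoplasmic median beta-catenin stain intensity; plate controls were DMSO negative control for no effect and GSK-3 inhibitor IX positive control for full effect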
#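 Read-out: Nuclear/cytoplasmic beta-catenin signal ratio, % activation | Assay system: Human HeLa cell line | Times: 24 h compound exposure at 37°C, 5% CO2 | Signal: Fluorescence imaging of beta-catenin antibody stain plus DAPI | Dosing: 5 µM primary, 0.02–20 µM confirmation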
# Dynein transport cytoplasmic EGFP – also measured in Dynein transport; calls as there; z-score; measured here: cytoplasmic GR-EGFP intensity; active compounds read high
# Dynein transport nuclear GR-EGFP – also measured in Dynein transport; calls as there; z-score; measured here: nuclear GR-EGFP intensity;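 lower value marks the stronger effect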
# Dynein transport cell count – second read-out of Dynein transport, no call of its own (marks repeat the call); z-score; measured here: cell count per field
# bCat nuc transl cell count 5 µM – second read-out of bCat nuc transl, no call of its own (marks repeat the call); cell count; measured here: cell count, cytotoxicity flag
# * hit, by the source's call; · = not tested or not shown; & = joins results of further samples; [ ] = dose if it differs, or a comment. This is a subset (hit frequency here may not be typical).
SMILES,K1F lysis inhibition,Dynein transport,bCat nuc transl,others
CC(=O)O[C@@]12CO[C@@H]1C[C@H](O)[C@@]1(C)C(=O)[C@H](O)C3=C(C)[C@@H](O)C[C@@](O)([C@@H](OC(=O)c4ccccc4)C12)C3(C)C (stereo partly specified),0.7%,·,·,
COc1ccc(SCC2CN(C)CCC2c2ccc(F)cc2)cc1 (stereo unspecified),-0.2%,·,·,
CC1CCN(C(CC(=O)c2ccccc2)C(=O)c2ccccc2)CC1 (stereo unspecified),-4.9%,·,·,
Nc1ccc(Br)cc1,0.3%[50 µM],·,·,
C=CCCC1(CC)C(=O)NC(=S)NC1=O,1.6%,·,·,
CC(C)(C)c1cc(OC(=O)Cc2ccccc2)ccc1O,-1.0%,·,·,
CCN(C(=O)COC(=O)Cc1ccccc1)c1c(N)n(Cc2ccccc2)c(=O)[nH]c1=O,0.7%[50 µM],·,·,
CN1C(=O)C(Cc2ccc(OCc3ccccc3)cc2)C(=O)N(C)C1=O,0.0%,·,·,
CCCCn1c(=O)c(C(=O)Nc2ccccn2)c(O)c2ccccc21,-1.7%,·,·,
FC(F)(F)c1ccc(NC2=NCCCS2)cc1,0.2%,·,·,
Cc1nc2ccccc2c(=O)n1-c1ccc(Cl)cc1Cl,-1.3%,·,·,
N#CC1c2ccccc2-n2nncc2CN1S(=O)(=O)c1ccc(Cl)cc1 (stereo unspecified),0.2%,·,·,
O=C(COc1ccccc1Cl)N1CCCC(N2CCN(c3ccc(F)cc3)CC2)C1 (stereo unspecified),0.6%,·,·,
COC(=O)C1=C(c2ccc3ccccc3c2)C[C@@H]2CC[C@H]1N2C(=O)N1CCOCC1,2.3%,·,·,
CCOc1ccc(C(C)=O)cc1Cn1ccsc1=N,2.9%[50 µM],·,·,
CCOCC1(CCc2ccccc2)C(=O)NC(=S)NC1=O,-4.1%,·,·,
COc1ccccc1CN1CCN(C(=O)COc2ccc3ccccc3c2)CC1,0.2%,·,·,
Brc1ccc2[nH]cc(C=NN3CCCCCC3)c2c1,-3.7%,·,·,
Oc1ccccc1-[n+]1c(-c2ccccc2)cc(-c2ccccc2)c(O)c1-c1ccccc1,2.0%,·,·,
CC1=C2[C@@H]3OC(=O)[C@H](C)C3CC[C@@]2(C)C=CC1=O (stereo partly specified),0.4%,·,·,

# Continued; the last 5 above are carried over.
SMILES,K1F lysis inhibition,Dynein transport,bCat nuc transl,others
CCOCC1(CCc2ccccc2)C(=O)NC(=S)NC1=O,-4.1%,·,·,
COc1ccccc1CN1CCN(C(=O)COc2ccc3ccccc3c2)CC1,0.2%,·,·,
Brc1ccc2[nH]cc(C=NN3CCCCCC3)c2c1,-3.7%,·,·,
Oc1ccccc1-[n+]1c(-c2ccccc2)cc(-c2ccccc2)c(O)c1-c1ccccc1,2.0%,·,·,
CC1=C2[C@@H]3OC(=O)[C@H](C)C3CC[C@@]2(C)C=CC1=O (stereo partly specified),0.4%,·,·,
CC12CCC(=O)C=C1CC(O)C1C2CCC2(C)C1CCC2(C)O (stereo unspecified),0.0%,·,·,
COC(=O)C1=C(c2ccc(F)cc2OCc2ccccc2)C[C@@H]2CC[C@H]1N2C(=O)NCc1ccc(OC)c(OC)c1,1.0%,·,·,
CC(CC(C#N)(c1ccccc1)c1ccccc1)N1CCCCC1 (stereo unspecified),-0.2%,·,·,
COc1cc2c(c(OC)c1O)-c1ccc(OC)c(=O)cc1C(NC(=O)C(F)(F)F)CC2 (stereo unspecified),3.7%,·,·,
COC1=CC2C3Cc4ccc(OC)c(O)c4C2(CCN3C)CC1=O (stereo unspecified),0.5%[50 µM],·,·,
COc1ccc(-c2nn(CCC#N)cc2C(=O)Nc2ccccc2Br)cc1,0.3%,·,·,
COc1cccc(N2C(=O)/C(=C/c3ccc(C)o3)C(=O)NC2=S)c1,0.1%,·,·,
Cc1ccc(C(=O)COC(=O)Cc2ccccc2)cc1,0.2%,·,·,
Nc1nc(N)c2cnnn2n1,-1.2%,·,·,
CC(=O)Nc1ccc(S(=O)(=O)N2Cc3cnnn3-c3ccccc3C2C#N)cc1 (stereo unspecified),0.3%,·,·,
Cc1c(C(=O)c2cccc3ccccc23)c2cccc3c2n1[C@H](CN1CCOCC1)CO3,-4.4%,·,·,
CCCN1CCc2cccc3c2[C@H]1Cc1ccc(O)c(O)c1-3,2.6%,·,·,
COC(=O)C1=C(c2ccccc2OCc2ccccc2)C[C@@H]2CC[C@H]1N2C(=O)NCc1ccc(OC)cc1,0.5%,·,·,
O=C(C[N+]12CCC(CC1)C(O)C2)c1ccc(Br)cc1 (stereo unspecified),2.7%[50 µM],·,·,
CC(=O)n1cc(C=C2C(=O)NC(=O)NC2=O)c2ccccc21,0.2%,·,·,
O=C1c2ccccc2-c2cc3ccccc3cc21,-2.0%,·,·,
COC(=O)C1=C(c2cccc(OC)c2OC)C[C@@H]2CC[C@H]1N2C(=O)N1CCC(O)CC1,0.0%,·,·,
COc1cc2c(c(OC)c1)C(=O)OC(C)CCCC(=O)CCCCC2 (stereo unspecified),0.4%,·,·,
C[C@]12CCC3C(CC[C@H]4CC(=O)CC[C@]34C)C1CCC2=O (stereo partly specified),-0.4%,·,·,
CC(C)CNc1c2c(nc3ccccc13)CCC2,-0.4%[50 µM],·,·,
C=C1C(=O)OC2C1CCC(C)C1(O)C=CC(=O)C21C (stereo unspecified),-8.1%,·,·,
CC1N=C(c2ccccc2Cl)c2cc(Br)ccc2NC1=O (stereo unspecified),0.1%,·,·,
Cc1ccc(S(=O)(=O)N[C@@H](CCCCN)C(=O)CCl)cc1,4.0%,·,·,
C[C@]12CCC3C(CC[C@H]4[C@H](O)[C@H](O)CC[C@]34C)C1CC[C@@H]2O (stereo partly specified),1.1%,·,·,
C=CC(=O)NCNC(=O)C=C,-0.7%,·,·,
COCCNC(=O)N1[C@H]2CC[C@@H]1C(C(=O)OC)=C(c1cccc(C#N)c1)C2,1.4%,·,·,
CC[C@H](C)/C=C(C)/C=C/C1=CC2=C(Cl)C(=O)[C@@](C)(OC(C)=O)C(=O)C2=CO1,2.5%,·,·,
CCN(CC)C(=O)c1ccc(NC(=O)C2=C(C)OCCS2)cc1,0.0%,·,·,
Cn1cc(C(=O)OCC(=O)NC2(C#N)CCCC2)c2ccccc21,0.5%[50 µM],·,·,
Cc1ccc2c(c1)N(C(=O)CCC(=O)N1CCC3(CC1)OCCO3)CC(C)O2 (stereo unspecified),0.3%,·,·,
O=C1NC(=O)C(Cc2ccccc2)(Cc2ccccc2)C(=O)N1Cc1ccccc1,1.9%,·,·,
CN(CC=CCN(C)P(=S)(N1CC1)N1CC1)P(=S)(N1CC1)N1CC1,0.6%,·,·,
C=C[C@@H]1C2=CCOC(=O)C2=CO[C@H]1O[C@@H]1O[C@H](CO)[C@@H](O)[C@H](O)[C@H]1O,1.8%,·,·,
S=C(N1CCCCCC1)N1CC1,-1.1%,·,·,
Cc1ccc2c(c1N)C(=O)c1ccccc1C2=O,-1.6%,·,·,
CC1=C2[C@H]3OC(=O)[C@@H](C)[C@@H]3CC[C@@]2(C)C=CC1=O,6.2%,·,·,
O=[N+]([O-])CCO,-0.9%,·,·,
COC(=O)C1=C(c2cccc(OCc3ccccc3)c2)C[C@@H]2CC[C@H]1N2C(=O)NCCOc1ccccc1Cl,1.4%,·,·,
COC(=O)C1=C(c2ccccc2)C[C@@H]2CC[C@H]1N2C(=O)NCCS(C)=O (stereo partly specified),0.4%,·,·,
CCN1C(=O)NC(=O)/C(=C\c2cn(CC(=O)N3CCCC3)c3ccccc23)C1=O,0.4%,·,·,

# Part of the list above in order of number of heavy atoms, smallest number first:
SMILES,K1F lysis inhibition,Dynein transport,bCat nuc transl,others
CCN(CC)C(=O)c1ccc(NC(=O)C2=C(C)OCCS2)cc1,0.0%,·,·,
CN(CC=CCN(C)P(=S)(N1CC1)N1CC1)P(=S)(N1CC1)N1CC1,0.6%,·,·,
COCCNC(=O)N1[C@H]2CC[C@@H]1C(C(=O)OC)=C(c1cccc(C#N)c1)C2,1.4%,·,·,

# The list continues:
SMILES,K1F lysis inhibition,Dynein transport,bCat nuc transl,others
O=S(=O)(NC1CCCCCCC1)OCC(Cl)(Cl)Cl,-0.2%,·,·,
C[N+](C)(C)CC#CCOC(=O)Nc1cccc(Cl)c1,3.3%,·,·,
NCCc1c[nH]c2ccc(O)cc12,0.1%,·,·,
Clc1ccc(CNCCc2ccc3c(c2)OCO3)cc1,0.1%,·,·,
COc1cc(C(=O)NN=Cc2ccc(N(CCCl)CCCl)cc2)cc(OC)c1OC,-3.7%,·,·,
COC(=O)C1=C(c2ccc(C(C)=O)cc2)C[C@@H]2CC[C@H]1N2C,0.4%,·,·,
Cc1ccccc1[N+](=O)[O-],-0.9%,·,·,
c1ccc(CCN2CCC3(CC2)OCCO3)cc1,0.5%,·,·,
CCOC(=O)c1ccccc1C(=O)OCC,0.0%,·,·,
COc1cccc(CNCCc2ccc3c(c2)OCO3)c1OC,0.9%,·,·,
Cc1ccccc1N1CCN(C2CCCN(C(=O)Cc3c(C)noc3C)C2)CC1 (stereo unspecified),0.0%,·,·,
O=C(Cc1ccc(N(CCCl)CCCl)cc1)NC(Cc1ccc(Cl)cc1)C(=O)O (stereo unspecified),-0.2%,·,·,
COc1cccc(-c2nn(CCC#N)cc2C(=O)Nc2ccccc2Cl)c1,-0.2%,·,·,
O=[N+]([O-])c1ccccc1CNCCc1c[nH]c2ccccc12,0.1%,·,·,
Nc1cccc2c1Cc1cc([N+](=O)[O-])ccc1-2,0.3%,·,·,
CN(C)CCN(CC1CCCN(Cc2ccccc2F)C1)C(=O)Cc1c(F)cccc1F (stereo unspecified),-2.0%,·,·,
CN1[C@@H]2CCC[C@H]1CC(=O)C2,1.0%,·,·,
COC(=O)C1=C(c2cc3ccccc3s2)C[C@@H]2CC[C@H]1N2C(=O)NCc1ccccc1,-0.1%,·,·,
COc1ccc2c(c1OC)C(=O)O[C@@H]2[C@H]1c2cc3c(cc2CCN1C)OCO3,2.6%,·,·,
Cc1cc(N(CCCl)CCCl)ccc1C=Cc1ccncn1,-2.3%,·,·,
C[C@]12CC[C@H](OC(=O)CCC(=O)O)CC1=CCC1C2CC[C@@]2(C)C1CC[C@@H]2OC(=O)CCC(=O)O (stereo partly specified),-0.5%,·,·,
COc1cc2[nH]c(C(=O)N3CCC4(CC3)OCCO4)cc2c(OC)c1OC,0.0%,·,·,
C[C@@]12N[C@@H](Cc3ccccc31)c1ccccc12,1.3%&3.6%,·,·,
COc1ccc(C(=O)N2CCC3(CC2)OCCO3)cc1,0.3%,·,·,
CC=C(C)C(=O)OC1CCN2CC=C(COC(=O)C(O)(C(C)OC)C(C)(C)O)C12 (stereo unspecified),0.7%,·,·,
O=C1CN=C(c2cccc(Br)c2)c2cc(Br)ccc2N1,0.3%,·,·,
Nc1cc(C(=O)Nc2ccc(Cl)cc2)ccc1N1CC2CC(C1)c1cccc(=O)n1C2 (stereo unspecified),0.4%,·,·,
COC(=O)C1=C(c2ccc(S(C)(=O)=O)cc2)C[C@@H]2CC[C@H]1N2C,1.2%,·,·,
CCOC(=O)[C@]12Cc3ccccc3[C@H]1N(Cc1ccccc1)C(=O)c1ccccc12,-1.1%,·,·,
COc1ccc(C(=O)c2nc3ccccc3n2C(C)C)cc1OC,0.7%[50 µM],·,·,
COC(=O)C1=C(c2cccc(OCc3ccccc3)c2)C[C@@H]2CC[C@H]1N2C(=O)NCc1cccc(C(F)(F)F)c1,-0.7%,·,·,
CCC(C)C(=O)N[C@@H](c1ccccc1)[C@@H](O)C(=O)O[C@H]1C[C@@]2(O)[C@@H](OC(=O)c3ccccc3)C3[C@](C)(C(=O)[C@H](OC(C)=O)C(=C1C)C2(C)C)[C@@H](O)C[C@H]1OC[C@@]31OC(C)=O (stereo partly specified),3.6%,·,·,
O=C(Cc1cc(=O)oc2cc(O)ccc12)NN=Cc1ccc(N(CCCl)CCCl)cc1,-3.5%,·,·,
COc1cc(/C=C/c2nc3ccccc3c(=O)n2-c2cccc(O)c2)ccc1O,0.1%,1.7,2.3,Dynein transport cytoplasmic EGFP=-0.2;Dynein transport nuclear GR-EGFP=1.4;Dynein transport cell count=-0.39;bCat nuc transl cell count 5 µM=1420
